Source: PubChem (several laboratories)
NPR1 activator: GC-A stimulated cGMP production enhancers – HEK293 GC-A cells, cGMP TR-FRET, EC30 ANP, primary screen. 370,000 tested, 0.14% active. Atrial natriuretic peptide receptor 1 (Homo sapiens), P16066. activation, % at 10 µM. 0% at EC30 ANP, 100% saturating ANP; in the data active means activation above about 40%
hcDAF-12 act: H. contortus DAF-12 nuclear receptor activators, primary screen, cell-based, luminescence, HEK293, lit1-tk-luc reporter; activation, % at 6.8 µM; HEK293 hcDAF-12 lit1-tk-luc reporter; 0% DMSO, 100% Δ7-dafachronic acid; AID 652067, 2013; 370,000 tested, 1.4% active;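 active means activation above the mean of all tested compounds plus 3 SD, cut at about 5.5% in these data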;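 further: 100% = response to 3 µM Δ7-dafachronic acid high control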
DAX1 inh-1: DAX1 (NR0B1) inhibitors, primary screen, cell-based, HEK293, Gal4-DAX1, luciferase luminescence; Nuclear receptor subfamily 0 group B member 1 (Homo sapiens), P51843; 340,000 tested, 0.99% active; HEK293 Gal4-DAX1 luciferase reporter; AID 504766, 2011; inhibition, % at 6.75 µM;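 active means inhibition above the mean over all tested compounds plus 3 SD, cut at about 4.2% in these data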;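 further: 0% = DAX1-transfected cells with DMSO and 100% = empty-vector control cells with DMSO; inhibition shows as a rise in luminescence from relieved DAX1 repression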
hgDAF12 agonist: H. glycines DAF-12 receptor agonists, primary screen, cell-based, luminescence, HEK293, GAL4 fusion, UAS-luciferase | Nuclear hormone receptor DAF-12 (Heterodera glycines), GAL4 fusion | HEK293 GAL4-hgDAF12 UAS-luciferase reporter, agonist luminescence; normalized to butyrate control | activation, % at 6.8 µM | 370,000 tested, 1.8% active | AID 687014, 2013;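 active means activation above a cutoff set at the mean of all screened compounds plus 3 SD, cut at about 10% in these data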;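 further: 0% = DMSO wells and 100% = sodium butyrate wells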
DAX1 inh-2: DAX1 (NR0B1) inhibitors on StAR promoter, primary screen, cell-based, luminescence, SF-1 (NR5A1), full-length DAX-1. HEK293T StAR-luciferase reporter, SF-1/DAX-1 repression relief. inhibition, % at 6.8 µM. 370,000 tested, 1.1% active. AID 652010, 2013;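 active means inhibition above the mean over all tested compounds plus 3 SD, cut at about 3.6% in these data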;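 further: 0% = DAX-1 cells with DMSO and 100% = cells lacking DAX-1 with DMSO; higher inhibition means more luminescence from relief of DAX-1 repression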
ssDAF-12 act: S. stercoralis DAF-12 nuclear receptor activators, primary screen, cell-based, luminescence, HEK293, GRIP1 co-expression, lit1-tk-luc. Nuclear hormone receptor DAF-12 (Strongyloides stercoralis). HEK293 ssDAF-12/GRIP1 lit1-tk-luc reporter; % of 3 µM dafachronic acid response. activation, % at 6.8 µM. 370,000 tested, 1% active. AID 652126, 2013;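 active means activation above the mean over all tested compounds plus 3 SD, cut at about 0.9% in these data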;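 further: 0% = DMSO-only wells and 100% = 3 µM delta7-dafachronic acid wells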
GC-B act: human GC-B receptor activators, primary screen, HEK293 GC-B cells, cGMP TR-FRET, EC30 CNP; Atrial natriuretic peptide receptor 2 (Homo sapiens), P20594; 0% at EC30 CNP, 100% saturating CNP; activation, % at 10 µM; 370,000 tested, 0.11% active;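 active means activation at 10 µM reaching about 35% in either raw or pattern-adjusted values, limit read from the data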
Target sequence (P20594 whole entry, looked up): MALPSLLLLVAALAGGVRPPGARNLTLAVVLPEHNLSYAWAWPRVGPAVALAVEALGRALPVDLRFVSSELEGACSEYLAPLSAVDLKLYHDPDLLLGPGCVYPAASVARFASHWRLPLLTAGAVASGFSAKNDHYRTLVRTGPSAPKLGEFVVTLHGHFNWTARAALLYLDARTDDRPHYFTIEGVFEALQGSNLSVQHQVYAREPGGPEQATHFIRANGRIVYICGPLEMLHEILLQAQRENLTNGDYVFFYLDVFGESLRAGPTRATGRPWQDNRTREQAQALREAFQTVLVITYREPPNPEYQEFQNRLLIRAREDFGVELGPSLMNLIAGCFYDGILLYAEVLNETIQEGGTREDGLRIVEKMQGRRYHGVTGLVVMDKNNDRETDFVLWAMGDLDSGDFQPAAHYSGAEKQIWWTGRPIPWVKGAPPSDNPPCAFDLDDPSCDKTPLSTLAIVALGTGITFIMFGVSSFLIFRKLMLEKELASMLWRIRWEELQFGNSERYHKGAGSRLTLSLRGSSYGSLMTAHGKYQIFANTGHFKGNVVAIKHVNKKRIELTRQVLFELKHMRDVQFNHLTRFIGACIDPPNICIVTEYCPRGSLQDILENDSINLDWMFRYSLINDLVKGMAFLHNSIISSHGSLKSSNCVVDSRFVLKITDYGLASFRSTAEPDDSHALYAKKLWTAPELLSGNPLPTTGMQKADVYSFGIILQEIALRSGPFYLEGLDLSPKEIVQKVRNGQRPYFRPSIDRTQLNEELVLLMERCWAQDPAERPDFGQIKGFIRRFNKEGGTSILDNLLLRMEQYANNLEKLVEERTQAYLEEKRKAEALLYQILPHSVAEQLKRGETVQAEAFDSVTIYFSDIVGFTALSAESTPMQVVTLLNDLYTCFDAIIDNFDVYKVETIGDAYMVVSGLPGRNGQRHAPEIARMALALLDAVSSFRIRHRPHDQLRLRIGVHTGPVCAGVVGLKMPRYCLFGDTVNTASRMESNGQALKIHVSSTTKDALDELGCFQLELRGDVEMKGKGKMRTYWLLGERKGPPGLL
FXN GAA850 act: FXN promoter activators, primary screen, cell-based, luciferase luminescence, HEK293 lucGAA850 | HEK293 lucGAA850 FXN promoter luciferase reporter, 24 h; percent of 10 µM SAHA response | activation, % at 6 µM | 360,000 tested, 0.56% active | AID 540364, 2011;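 active means activation above the average of all compounds screened plus 3 SD, cutoff fixed separately per campaign, cut at about 7.5% in these data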;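 further: 0% = DMSO wells and 100% = 10 µM SAHA wells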
HGIII-sPLA2 inh: human group III sPLA2 inhibitors, primary screen, biochemical, QFRET, BODIPY PC-A2 liposome substrate; Group 3 secretory phospholipase A2 (Homo sapiens), Q9NZ20; QFRET BODIPY PC-A2 liposome hydrolysis, fluorescence; inhibition, % at 12.2 µM; 370,000 tested, 0.56% active; AID 743126, 2013;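 active means inhibition above mean plus 3 SD of compounds lying within the high and low control bounds, cut at about 19% in these data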;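 further: 0% = median of test compound wells and 100% = no enzyme DMSO wells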
ADAM10 inh: human ADAM10 inhibitors, primary screen, biochemical, QFRET, HTS; 370,000 tested, 0.62% active; Disintegrin and metalloproteinase domain-containing protein 10 (Homo sapiens), O14672; AID 720582, 2013; inhibition, % at 7 µM; recombinant ADAM10, EDANS/DABCYL FRET peptide cleavage, 3 h;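 active means inhibition above a per-campaign cutoff equal to the mean of compounds falling between control-based bounds plus 3 SD, cut at about 20% in these data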;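 further: 0% = DMSO wells while the 100% control is not disclosed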
SMARCA2 act: SMARCA2 (BRM) function activators, primary screen, cell-based, luminescence, high throughput. MG213 cells, MMTV-luciferase reporter, dexamethasone, overnight. AID 652017, 2013. activation, % at 9.1 µM. 370,000 tested, 1% active; in the data active means activation above about 7.8%;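 further: 0% = vehicle wells and 100% = reference activator wells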
Active calls of the source: *; / = no result given.

SMILES | NPR1 activator | hcDAF-12 act | DAX1 inh-1 | hgDAF12 agonist | DAX1 inh-2 | ssDAF-12 act | GC-B act | FXN GAA850 act | HGIII-sPLA2 inh | ADAM10 inh | SMARCA2 act
CCOC(=O)c1sc(C)c2c1NC(c1ccc(N(C)C)cc1)NC2=O (stereo unspecified) | 12 | 0.0 | 0.5 | 0.2 | 0.4 | -1.1 | -2 | -1.1 | 4 | -26 | -2
Cc1onc(-c2c(Cl)cccc2Cl)c1-c1nc2cc(Cl)ccc2c(=O)o1 | -14 | 1.6 | / | -1.0 | -0.2 | -0.2 | -7 | 0.4 | -15 | -15 | -3
Nc1ccc2oc(-c3ccccc3Cl)cc(=O)c2c1O | 3 | 0.2 | 1.6 | 8.8 | 0.5 | -0.2 | -3 | 6.2 | 7 | 12 | 6
Cc1nn(-c2ccccc2)c(C)c1NC(=O)COC(=O)c1ccc(Cl)c(S(N)(=O)=O)c1 | 1 | 0.8 | -2.9 | 0.3 | 0.1 | -1.1 | 6 | 1.8 | -5 | -1 | 0
CCCCn1ccnc1C(=O)c1cccc(S(=O)(=O)N2c3ccccc3CC2C)c1 (stereo unspecified) | 1 | 1.2 | -2.8 | -3.0 | -0.7 | -1.5 | -5 | 1.0 | -19 | 15 | -2
CCOc1ccccc1NC1c2ccccc2C(=O)N1Cc1ccco1 (stereo unspecified) | -10 | 1.7 | -0.9 | -1.3 | 1.3 | -1.3 | -6 | 3.8 | -7 | 0 | -1
COc1cc(/C=N/Nc2nc3ccccc3[nH]2)cc(Br)c1OCC(=O)N(C)C | 1 | -2.3 | -2.1 | -6.7 | -1.9 | -0.5 | -8 | -3.2 | -3 | -13 | -4
CCOc1ccc(CNC(=O)CCSCc2ccccc2F)cc1OC | -3 | -0.2 | 0.6 | -3.1 | -0.2 | -2.1 | 4 | 1.3 | 4 | -10 | 2
N#Cc1ccc(/C=N/NC(=O)c2cc(-c3cccs3)nc3ccccc23)cc1 | 1 | -0.7 | -1.3 | 0.9 | -2.4 | 0.5 | -2 | -3.2 | -13 | -182 | -1
O=C(NCc1ccccc1)OCCN1CCN(Cc2ccccc2)CCC1=O | -1 | -2.0 | 0.7 | 2.1 | 0.2 | -0.6 | 4 | 1.2 | -1 | 0 | -1
OC(c1ccccc1)c1nc(-c2cnc3ccccc3c2)cs1 (stereo unspecified) | 0 | 7.4* | / | 23* | 9.1* | 1.2* | -8 | 1.8 | -8 | -30 | 3
Cc1cc(=S)nc(-c2ccccn2)[nH]1 | 5 | 1.6 | 0.9 | -2.5 | -0.3 | -1.9 | -3 | 0.6 | 2 | 9 | -1
CCOc1ncccc1C(=O)OCC(=O)c1cc(OC)ccc1OC | -1 | 0.0 | -0.5 | -1.3 | -1.5 | -2.1 | -1 | 0.0 | -4 | -12 | -2
O=C(NCCO)c1c(-c2ccc3c(c2)OCO3)noc1-c1ccsc1 | -1 | 0.5 | -0.2 | 4.2 | 0.4 | -0.8 | 2 | 0.8 | 5 | -5 | -1
Fc1ccc(CSc2nc3ccccc3[nH]2)c2ccccc12 | 1 | -1.6 | 0.0 | 0.9 | 0.3 | -1.1 | -2 | -2.2 | 1 | 15 | -1
CN(C)c1ccc(C(=O)Nc2nnc(-c3ccc(Cl)cc3)o2)cc1 | 2 | -2.5 | 0.3 | -1.5 | 0.8 | -0.8 | 10 | 0.5 | -2 | -7 | 1
Cc1cc(CCN2CCC(=O)NC2=O)ccc1OC(C)C | 7 | -2.4 | 0.9 | 0.8 | -0.1 | -1.9 | -3 | 3.9 | 5 | -4 | -1
Cc1c(Br)c([N+](=O)[O-])nn1CC(=O)NCc1cccs1 | 0 | -0.5 | 0.8 | -2.5 | -0.1 | -1.4 | -3 | 1.2 | -2 | 6 | 1
CCCC[C@H](C(=O)N(CC)c1ccccc1)[C@@H](O)c1ccc(Cl)cc1 | -31 | -2.2 | / | 1.9 | -1.0 | -0.1 | -24 | / | -7 | 10 | -3
Cc1cccc(-c2nnc(SCC#N)n2Cc2ccccc2)c1 | -18 | -0.1 | 2.4 | -1.4 | 0.1 | -1.0 | -9 | 1.9 | -4 | -3 | -4
CCCCCCCCN1C(=O)[C@H](CC(=O)N2CCC(c3ccccc3)CC2)C[C@@]2(C(=O)OC)CC(C)(C)CC=C12 | 1 | -0.1 | / | 0.5 | 0.2 | 0.2 | -1 | / | -2 | -9 | 0
Cc1ccc(C(=O)NCCNS(C)(=O)=O)cc1 | 2 | 0.8 | 1.6 | 1.9 | 0.2 | -1.6 | 1 | 1.6 | 5 | -12 | -3
O=c1cc(Cl)nc2ccccn12 | 0 | -0.6 | -1.0 | -0.3 | 0.1 | -1.2 | 2 | -0.1 | 2 | -168 | -2
CC(C)(C)C(=O)Nc1ccc(-c2cnco2)cc1 | -1 | 0.1 | 2.6 | 3.0 | -0.3 | -0.3 | -1 | 3.6 | -3 | 4 | -1
COc1cc(NC(=O)C2CCCN2S(=O)(=O)c2cccc3cccnc23)cc(OC)c1OC (stereo unspecified) | 0 | -0.8 | 4.6* | -0.2 | 0.0 | -1.1 | 1 | 0.9 | 1 | -10 | -2

Later entries
SMILES | NPR1 activator | hcDAF-12 act | DAX1 inh-1 | hgDAF12 agonist | DAX1 inh-2 | ssDAF-12 act | GC-B act | FXN GAA850 act | HGIII-sPLA2 inh | ADAM10 inh | SMARCA2 act
COc1ccc(NC(=O)COC(=O)/C=C/c2cccs2)c(OC)c1 | 3 | 1.0 | 0.8 | 5.5 | -0.6 | -0.7 | -5 | 0.9 | 6 | -4 | -1
COc1cccc(NC(=O)CN2CCC(C)CC2)c1 | 0 | 0.3 | 1.2 | 8.1 | 0.3 | -0.7 | 3 | -1.0 | 4 | 2 | -3
COCCSc1ccccc1C(=O)N1CCN(c2ccccc2OC)CC1 | 3 | -1.2 | 1.9 | -0.9 | 0.0 | -1.3 | 4 | -1.0 | 7 | -18 | -4
O=C1NC[C@H](Cc2ccc(O)cc2)N(C[C@@H]2CCCN2C[C@H](Cc2ccc(O)cc2)N2C[C@H](Cc3ccccc3)N(CC3CCCCCC3)C(=O)C2=O)C1=O | 3 | -1.2 | / | -0.9 | -0.4 | -1.7 | 10 | / | -20 | 2 | 3
CC(=O)N(c1nc2ccccc2s1)N1C(=O)c2ccccc2C1=O | -1 | 5.4 | / | 8.0 | 0.3 | 0.7 | 1 | / | 13 | -6 | -3
O=C(Nc1cccc(S(=O)(=O)NC2=NCCC2)c1)c1cn(-c2ccccc2)nc1-c1ccc(F)cc1 | 0 | -1.8 | -0.8 | -2.3 | -3.8 | -0.8 | -4 | 1.8 | -33 | 19 | 2
COc1cccc(NC2=CC(=O)CC(C)(C)C2)c1 | -3 | -1.2 | -0.5 | 1.3 | 0.9 | 0.2 | 1 | 2.7 | 7 | -41 | 0
Cc1ccc(NC(=O)CSCC(=O)Nc2sccc2C#N)cc1 | -1 | 0.6 | 0.4 | 0.0 | 0.2 | 0.0 | -1 | 0.0 | -5 | -1 | -2
CCCOC(=O)C1[C@H]2C(=O)N(Cc3ccco3)C[C@]23C=C[C@H]1O3 (stereo partly specified) | 3 | -2.2 | 0.6 | -1.1 | -0.1 | -0.5 | 1 | -1.0 | 1 | -1 | -2
COc1ccc(-c2csc(Nc3ccc(Oc4ccccc4)cc3)n2)cc1 | 0 | -1.6 | / | -1.6 | -2.6 | -1.5 | -2 | / | 8 | -10 | -6
COc1cc(C(=O)Nc2ccc(C(=O)c3cccs3)cc2)cc(OC)c1OC | 4 | -2.8 | -1.6 | -2.8 | -0.7 | -1.6 | 5 | 0.9 | -13 | 3 | -5
Cc1c(C)n(C(=O)CN2CCC(C)CC2)c2ccccc12 | 0 | 0.6 | -0.7 | 1.5 | -0.2 | -0.6 | -7 | 0.9 | 4 | -7 | 1
O=Cc1c(N2CCN(CCO)CC2)nc2ccccn2c1=O | 2 | -0.1 | 3.8 | 0.1 | 0.2 | -1.3 | 1 | 2.3 | 3 | -26 | -1
Cc1ccc(C(=O)NN2C(=O)c3ccc(S(=O)(=O)c4ccc(C(=O)O)cc4)cc3C2=O)cc1 | 3 | 0.7 | 1.6 | 2.2 | -0.2 | -0.7 | 4 | 1.8 | -1 | 1 | 2
COc1cc(OC)cc(-c2c(-c3cccs3)c3cc(-c4ccc5c(c4)OCCO5)ccc3n2C)c1 | -1 | 1.0 | 2.0 | -0.3 | -0.5 | -1.4 | -2 | 0.6 | 7 | -13 | -2
Cc1cc(OCCn2ccnc2)cc(C)c1Cl | 12 | -3.0 | -0.1 | -2.1 | -0.2 | -0.8 | 8 | 1.4 | -10 | -6 | 0
Cc1cc(C)c(C#N)c(SCC(=O)C(C)(C)C)n1 | -4 | 0.1 | -0.1 | 0.9 | 0.8 | -1.4 | 1 | 4.8 | -13 | 1 | 2
Cc1nnsc1C(=O)NNc1ccc(C(C)(C)C)cc1 | 3 | 3.3 | 3.6 | 0.2 | -0.2 | -1.6 | -4 | 2.0 | 2 | -5 | 2
COc1ccc(CN2CCN(C(=O)c3ccc4c(c3)CCC4)CC2)cc1OC | 3 | -1.9 | 0.4 | -0.7 | -2.6 | -0.9 | -2 | 1.6 | 0 | -13 | 0
COc1ccc(NC(=O)CN(C)S(=O)(=O)c2ccc(C)cc2)c([N+](=O)[O-])c1 | -1 | 1.6 | 0.7 | 0.9 | -0.5 | -1.6 | 0 | 2.6 | 1 | 6 | 2
COC(=O)CSC1=C(C#N)C(c2cccc(F)c2)CC(=O)N1 (stereo unspecified) | -1 | -0.9 | -0.2 | -1.0 | -0.7 | 0.0 | -2 | -4.2 | 4 | 8 | -1

Part of the list above with just ssDAF-12 act, HGIII-sPLA2 inh and NPR1 activator:
| mol | ssDAF-12 act | HGIII-sPLA2 inh | NPR1 activator |
| --- | --- | --- | --- |
| Cc1c(C)n(C(=O)CN2CCC(C)CC2)c2ccccc12 | -0.6 | 4 | 0 |
| COc1cccc(NC(=O)CN2CCC(C)CC2)c1 | -0.7 | 4 | 0 |
